p53 reactivator: qHTS assay for re-activators of p53 using a Luc reporter; Potency, µM (doses to about 92.2 µM), inactives show top-dose activity change, positive = activation, usual class: activators; H1299 p53-A138V BP100-luciferase reporter, luminescence, 24 h; 320,000 compounds, 0.063% hits; AID 504706, 2011; also: potency is read from the fitted curve at half-maximal effect; % of control where 0% means no effect; nearly all actives have a fitted effect of over 45% in size
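p53-null H1299 cells stably carrying temperature-sensitive p53-A138V and a BP100-luciferase reporter were pinned with compounds (4-point, 1:5 series) and held 24 hrs at 37 deg C. Luminescence was read 10 min after detection reagent.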
ELG1 genotoxic: qHTS screen for small molecules that induce genotoxicity in human embryonic kidney (HEK293T) cells expressing luciferase-tagged ELG1 | HEK293T ELG1-luciferase reporter, luminescence, 16 h | Potency, µM (series often up to 46 µM), inactives show at the highest dose activity change, positive = activation, actives largely listed as activators | 330,000 compounds, 1.3% hits | AID 504466, 2011; also: potency is read from the fitted curve at half-maximal effect; % of control where 0% means no effect; nearly all actives have a fitted effect of over 60% in size
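Quantitative HTS format in 1536-well plates. HEK293T ELG1-luciferase reporter cells receive test compound and are incubated 16 hr at 37 °C, 5% CO2; ONE-Glo added, 30 min room temperature, then luminescence read.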
NPC1 prom act: qHTS Assay for NPC1 Promoter Activators; Huh7 NPC1 promoter luciferase reporter, 24 h; Potency, µM (titrated, usually from 9.22 µM), without a hit: at the highest dose activation, usual class: activators; 320,000 compounds, 2.4% hits; AID 485313, 2010;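 also: potency is read from the fitted curve at half-maximal effect; % of control where 0% means no effect; nearly all actives have a fitted effect of over 60% in size; reporter is driven by a mutant NPC1 promoter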
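Readout is luciferase luminescence, reflecting NPC1 promoter activation in stably transfected Huh7 cells after 24 h compound exposure at 37 °C in reduced-serum medium with 10% FBS.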
ELG1 repair inh: qHTS screen for small molecules that inhibit ELG1-dependent DNA repair in human embryonic kidney (HEK293T) cells expressing luciferase-tagged ELG1; 330,000 compounds, 2.3% hits; Potency, µM (doses to about 46.1 µM), without a hit: top-dose activity change, negative = inhibition, most hits filed as inhibitors; AID 504467, 2011; HEK293T ELG1-luciferase reporter, luminescence, 16 h; DNA damage induced by 5-fluorouridine; also: potency is read from the fitted curve at half-maximal effect; % is scaled to controls: 0 for no effect and ±100 for the full control effect; nearly all actives have a fitted effect of over 55% in size
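Step one: seed 2,000 cells per well. Step two: pin-transfer compound or DMSO alongside 5-fluorouridine. Step three: incubate 16 hr, 37 °C, 5% CO2. Step four: add ONE-Glo, wait 30 min, read luminescence.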
BRCA1 expr up: qHTS Assay to Identify Small Molecule Activators of BRCA1 Expression | MCF7-BRCA1-FFLuc reporter, luminescence, 48 h; response scale: scaled: vehicle 0%, 10 µM genistein 100% | Potency, µM (titrated, usually from 46.1 µM), for inactives: at the highest dose activation, hits mostly activators | 380,000 compounds, 1.1% hits | AID 624202, 2012; also: potency is read from the fitted curve at half-maximal effect; nearly all actives have a fitted effect of over 80% in size; some results filed as inactive show a strong effect at the top dose
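Luminescence from a BRCA1-driven firefly luciferase in MCF7 cells was the read-out, taken 15 min after substrate addition following 48 h compound exposure at 37 °C. Data were normalized to a 10 microM genistein control and DMSO vehicle.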
Gal4-VP16 FLuc: VP16 counterscreen qHTS for inhibitors of ROR gamma transcriptional activity | Drosophila S2 Gal4-VP16 UAS-luciferase, luminescence, 20 h | Potency, µM (titrated, usually from 53.6 µM), for the others: top-dose activity, negative = inhibition, most hits filed as inhibitors | 310,000 compounds, 3.5% hits;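 also: Gal4-VP16 expression switched on by copper sulfate through the metallothionein promoter; potency is read from the fitted curve at half-maximal effect; % is scaled to controls: 0 for no effect and ±100 for the full control effect; nearly all actives have a fitted effect of over 50% in size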
RORg inh: qHTS for inhibitors of ROR gamma transcriptional activity. Nuclear receptor ROR-gamma (Mus musculus), P51450. Drosophila S2 Gal4-RORgamma UAS-luciferase reporter, 20 h. Potency, µM (doses to about 53.6 µM), for inactives: at the highest dose activity change, negative = inhibition, actives largely listed as inhibitors. 310,000 compounds, 5.4% hits. AID 2551, 2010; also: potency is read from the fitted curve at half-maximal effect; % is scaled to controls: 0 for no effect and ±100 for the full control effect; nearly all actives have a fitted effect of over 60% in size
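Read-out: Photinus luciferase luminescence; inhibitors lower reporter signal. Insect Schneider cells with Gal4-ROR gamma fusion under metallothionein promoter, UAS reporter; 700 uM final copper sulfate induction, 20 hr, ambient temperature.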
Tb PFK inh: qHTS Assay to Find Inhibitors of T. brucei phosphofructokinase; ATP-dependent 6-phosphofructokinase (Trypanosoma brucei brucei), O15648; T. brucei PFK, ADP-Glo luminescence; Potency, µM (series often up to 57.5 µM), for the others: top-dose activity, negative = inhibition, hits mostly inhibitors; 330,000 compounds, 0.17% hits; AID 485367, 2010;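 also: potency is read from the fitted curve at half-maximal effect; 0% = uninhibited 1x PFK enzyme wells and -100% = no-enzyme wells; nearly all actives have a fitted effect of over 60% in size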
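1.25 nM PFK with 0.5 mM F6P and 0.1 mM ATP in 0.1 M TEA pH 8.0, 5 mM MgCl2, incubated 45 min at room temperature; ADP measured by ADP-Glo luminescence; compounds titrated up to 57 uM.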
FLuc modulator: qHTS profiling assay for firefly luciferase inhibitor/activator using purifed enzyme and Km concentrations of substrates (counterscreen for miR-21 project); purified FLuc, Km substrates, luminescence inhibition; 360,000 compounds, 6.9% hits; Potency, µM (titrated, usually from 57.5 µM), without a hit: at the top dose activity change, negative = inhibition, usual class: inhibitors; AID 588342, 2011; Luciferin 4-monooxygenase (Photinus pyralis), P08659;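 also: potency is read from the fitted curve at half-maximal effect; plate controls were vehicle for no effect and reference inhibitor for full effect; nearly all actives have a fitted effect of over 55% in size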
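Biochemical qHTS of compounds, final roughly 60 µM downward over six points, against 10 nM purified firefly luciferase using Km concentrations of substrates (10 uM D-luciferin, 10 uM ATP) in Tris acetate pH 7.5 buffer; luminescence output.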
TRPV1 ag: HTS Assay for Compounds that Act as Agonists of the Vanilloid Receptor 1 | Transient receptor potential cation channel subfamily V member 1 (Homo sapiens), Q8NER1 | TRPV1-expressing cells, Fluo-8 calcium influx, agonist mode | activation, % at 8.33 µM | 320,000 compounds, 0.19% hits; in the data active = activation above about 80%; inconclusive = between about 30% and that limit; also: 0% is about no effect
Target sequence (Q8NER1 whole entry, looked up): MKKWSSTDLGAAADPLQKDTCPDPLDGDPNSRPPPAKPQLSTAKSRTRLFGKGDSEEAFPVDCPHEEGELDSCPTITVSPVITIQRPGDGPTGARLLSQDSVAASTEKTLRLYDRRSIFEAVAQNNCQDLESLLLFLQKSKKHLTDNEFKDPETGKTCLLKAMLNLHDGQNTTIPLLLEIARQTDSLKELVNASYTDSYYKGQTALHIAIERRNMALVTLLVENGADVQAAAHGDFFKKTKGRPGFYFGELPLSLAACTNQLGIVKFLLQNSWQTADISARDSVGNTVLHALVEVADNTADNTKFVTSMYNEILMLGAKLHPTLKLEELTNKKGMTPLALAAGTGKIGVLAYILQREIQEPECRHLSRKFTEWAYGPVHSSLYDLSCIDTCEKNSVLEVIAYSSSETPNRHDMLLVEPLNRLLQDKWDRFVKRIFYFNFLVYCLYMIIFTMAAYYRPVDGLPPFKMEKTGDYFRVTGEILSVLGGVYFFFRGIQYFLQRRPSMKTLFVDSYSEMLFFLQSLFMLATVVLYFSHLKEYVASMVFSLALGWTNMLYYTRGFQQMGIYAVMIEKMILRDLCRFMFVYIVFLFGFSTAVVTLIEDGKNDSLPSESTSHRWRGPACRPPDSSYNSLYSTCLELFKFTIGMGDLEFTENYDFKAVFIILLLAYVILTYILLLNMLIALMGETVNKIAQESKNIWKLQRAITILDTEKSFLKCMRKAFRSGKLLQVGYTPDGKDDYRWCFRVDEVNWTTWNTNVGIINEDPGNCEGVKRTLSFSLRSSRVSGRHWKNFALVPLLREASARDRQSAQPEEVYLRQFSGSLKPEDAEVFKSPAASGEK
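Fluo-8 calcium influx in TRPV1-expressing cells, kinetic read (ex 480/em 520 nm). Compound added and read 3 min for agonist activity, followed by capsaicin at EC20 final and 2 min further read for enhancement.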
Rab9 prom act: qHTS Assay for Rab9 Promoter Activators; Huh7 Rab9 promoter-luciferase reporter, luminescence, 24 h; 320,000 compounds, 2.8% hits; Potency, µM (highest dose often 9.22 µM), inactives show at the highest dose activation, negative = inhibition, actives largely listed as activators; also: potency is read from the fitted curve at half-maximal effect; % of control where 0% means no effect; nearly all actives have a fitted effect of over 60% in size
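Measured in stably transfected Huh7 cells bearing a Rab9 promoter–luciferase construct: 24 h compound treatment at 37 °C, followed by luminescence detection.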
* hit, by the source's call; & = joins results of further samples; [ ] = dose if it differs, or a comment. Unless noted, calls follow the shape of the dose curve; as a rule, active = well fitted curve in the direction sought with a large enough effect; inconclusive = small, poorly fitted or top-dose-only effect, or another doubt; inactive = no such curve, though single readings can be large; an effect the other way counts as inactive or inconclusive.

How did CNC(=S)N/N=C/c1c(C)nn(-c2ccccc2)c1Cl do in these assays?
p53 reactivator: 2%; ELG1 genotoxic: inconclusive; NPC1 prom act: 12%; ELG1 repair inh: inconclusive; BRCA1 expr up: 63%; Gal4-VP16 FLuc: 0.89µM*; RORg inh: inconclusive; Tb PFK inh: -4%; FLuc modulator: inconclusive; TRPV1 ag: -2; Rab9 prom act: 29%

How did O=C(O)C1C2C=CC(C2)C1C(=O)NCc1cccs1 (centres undefined) do in these assays?
p53 reactivator: 15%; ELG1 genotoxic: 0%; NPC1 prom act: -6%; ELG1 repair inh: 2%; BRCA1 expr up: -1%; Gal4-VP16 FLuc: -5%; RORg inh: 14%; Tb PFK inh: inconclusive; FLuc modulator: -2%; TRPV1 ag: 2; Rab9 prom act: -15%

How did COc1ccccc1N1CCN(C(=O)c2ccc(NS(=O)(=O)c3ccc(C)cc3)cc2)CC1 do in these assays?
p53 reactivator: 4%; ELG1 genotoxic: -5%; NPC1 prom act: -4%; ELG1 repair inh: inconclusive; BRCA1 expr up: -27%; Gal4-VP16 FLuc: -19%; RORg inh: 29%; Tb PFK inh: 5%; FLuc modulator: 0%; TRPV1 ag: -4; Rab9 prom act: -3%

What do the screens show for `Cc1ccc(NC(=O)Nc2cccc(F)c2)nc1`?
p53 reactivator: 12%; ELG1 genotoxic: inconclusive; NPC1 prom act: inconclusive; ELG1 repair inh: inconclusive; BRCA1 expr up: 3.2µM*; Gal4-VP16 FLuc: 6%; RORg inh: -15%; Tb PFK inh: -1%; FLuc modulator: 6.7µM*; TRPV1 ag: 7; Rab9 prom act: inconclusive

What do the screens show for `COc1ccc2cc3c(N)nn(C(=O)Cc4c[nH]c5ccccc45)c3nc2c1`?
p53 reactivator: -7%; ELG1 genotoxic: -8%; NPC1 prom act: 22%; ELG1 repair inh: 1.5µM*; BRCA1 expr up: -60%; Gal4-VP16 FLuc: -23%; RORg inh: inconclusive; Tb PFK inh: -6%; FLuc modulator: inconclusive; TRPV1 ag: 1; Rab9 prom act: 0%

How did Cc1nnc(SCc2ccc(Cl)cc2Cl)[nH]c1=O do in these assays?
p53 reactivator: 9%; ELG1 genotoxic: inconclusive; NPC1 prom act: 0%; ELG1 repair inh: inconclusive; BRCA1 expr up: 27%; Gal4-VP16 FLuc: -7%[0.365 µM]; RORg inh: inconclusive; Tb PFK inh: -1%; FLuc modulator: inconclusive; TRPV1 ag: -3; Rab9 prom act: -1%

How did COc1cccc(C=O)c1OCCN1C(=O)c2ccccc2C1=O do in these assays?
ELG1 genotoxic: -1%; NPC1 prom act: -2%; ELG1 repair inh: -10%; BRCA1 expr up: -5%; Gal4-VP16 FLuc: 4%; RORg inh: 8%; Tb PFK inh: -2%; FLuc modulator: 3%; TRPV1 ag: -4; Rab9 prom act: 1%

What do the screens show for `Cn1nc(C(=O)NCc2cccc(Cl)c2)c2c1-c1ccccc1S(=O)(=O)C2`?
p53 reactivator: -1%; ELG1 genotoxic: -9%; NPC1 prom act: -1%; ELG1 repair inh: inconclusive; BRCA1 expr up: -24%; Gal4-VP16 FLuc: -9%; RORg inh: 10%; Tb PFK inh: -7%; FLuc modulator: 0%&5%; TRPV1 ag: 1; Rab9 prom act: -2%

How did COc1cc(/C=C/C(=O)OCC(=O)Nc2oc(C)c3c(C)n[nH]c(=O)c23)ccc1OC(F)F do in these assays?
p53 reactivator: 3%; ELG1 genotoxic: 6%; NPC1 prom act: -6%; ELG1 repair inh: inconclusive; BRCA1 expr up: -23%; Tb PFK inh: 1%; FLuc modulator: 9%; TRPV1 ag: 1; Rab9 prom act: -2%

How did Cn1ccc(C(=O)OCC(=O)Nc2ccccc2Cl)n1 do in these assays?
p53 reactivator: -2%; ELG1 genotoxic: 0%; NPC1 prom act: -5%; ELG1 repair inh: 2%; BRCA1 expr up: -13%; Gal4-VP16 FLuc: 22%; RORg inh: -2%; Tb PFK inh: 4%; FLuc modulator: -2%; TRPV1 ag: -2; Rab9 prom act: -4%

What do the screens show for `CCOC(=O)c1c(C)nc2ccccn12`?
p53 reactivator: 1%; ELG1 genotoxic: -1%; NPC1 prom act: 0%; ELG1 repair inh: 1%; BRCA1 expr up: 2%; Gal4-VP16 FLuc: 1%; RORg inh: -7%[10 µM]; Tb PFK inh: 2%; FLuc modulator: 5%; TRPV1 ag: -2; Rab9 prom act: -8%

What do the screens show for `Cc1cccc2sc(NC(=O)CN(C)S(=O)(=O)c3ccc(Br)s3)nc12`?
p53 reactivator: -2%; ELG1 genotoxic: -11%; NPC1 prom act: 0%; ELG1 repair inh: -28%; BRCA1 expr up: -49%; Gal4-VP16 FLuc: -1%; RORg inh: 3%; Tb PFK inh: 1%; FLuc modulator: -2%; TRPV1 ag: 0; Rab9 prom act: 2%

How did CC(=O)c1ccc(NC(=O)Nc2sc(NS(=O)(=O)c3ccccc3)nc2C)cc1 do in these assays?
p53 reactivator: -2%; ELG1 genotoxic: 3%; NPC1 prom act: -3%; ELG1 repair inh: 17%; BRCA1 expr up: 0%; Gal4-VP16 FLuc: -19%; RORg inh: 8%; Tb PFK inh: -2%; FLuc modulator: -20%; TRPV1 ag: 0; Rab9 prom act: -2%

What do the screens show for `CC(=O)Nc1nc(SCCCc2ccccc2)n[nH]1`?
p53 reactivator: inconclusive; ELG1 genotoxic: 11%; NPC1 prom act: 9%; ELG1 repair inh: 21%; BRCA1 expr up: 49%; Gal4-VP16 FLuc: 8%; RORg inh: 42%; Tb PFK inh: -3%; FLuc modulator: inconclusive; TRPV1 ag: 28; Rab9 prom act: 1%

How did CC1CN(C(=O)CCCN2C(=O)c3ccccc3C2=O)CC(C)O1 (centres undefined) do in these assays?
p53 reactivator: 22%; ELG1 genotoxic: 0%; NPC1 prom act: 1%; ELG1 repair inh: -6%; BRCA1 expr up: -4%; Gal4-VP16 FLuc: -10%; RORg inh: 1%; Tb PFK inh: 1%; FLuc modulator: 0%; TRPV1 ag: -2; Rab9 prom act: -2%

Results for COC(=O)c1sc(S(=O)(=O)NCCC(=O)O)c(C(=O)OC)c1C ?
p53 reactivator: 1%; ELG1 genotoxic: -1%; NPC1 prom act: 1%; ELG1 repair inh: -3%; BRCA1 expr up: 1%; Gal4-VP16 FLuc: 10%; RORg inh: -2%; Tb PFK inh: -1%; FLuc modulator: -7%; TRPV1 ag: 1; Rab9 prom act: 0%

How did Cc1c(C(C)C[C@H](C)O)oc(=O)c2c1Oc1c(C)c(C(C)C[C@H](C)O)oc(=O)c1C2 (some centres undefined) do in these assays?
p53 reactivator: -21%; ELG1 genotoxic: 0%; NPC1 prom act: 0%; ELG1 repair inh: 6%; BRCA1 expr up: 1%; Tb PFK inh: inconclusive; FLuc modulator: 4%; TRPV1 ag: -1; Rab9 prom act: -1%

What do the screens show for `CCS(=O)(=O)CCSC1OC(COC(C)=O)C(OC(C)=O)C(OC(C)=O)C1OC(C)=O` (centres undefined)?
p53 reactivator: -1%; ELG1 genotoxic: 0%; NPC1 prom act: -5%; ELG1 repair inh: -4%; BRCA1 expr up: -4%; Gal4-VP16 FLuc: -2%; RORg inh: 5%; Tb PFK inh: 0%; FLuc modulator: 1%; TRPV1 ag: 2; Rab9 prom act: -6%

Results for COc1ccc2c(c1)C(=NNc1ccc(C(=O)O)cc1)c1cc(OC)ccc1-2 ?
p53 reactivator: inconclusive; ELG1 genotoxic: 2%; NPC1 prom act: 2%; ELG1 repair inh: inconclusive; BRCA1 expr up: -14%; Gal4-VP16 FLuc: -10%; RORg inh: -7%; Tb PFK inh: -6%; FLuc modulator: 6µM*; TRPV1 ag: 5; Rab9 prom act: 7%

Results for Cc1ccc(S(=O)(=O)N2CCN(C(=O)COC(=O)c3ccc([N+](=O)[O-])o3)CC2)c(C)c1 ?
p53 reactivator: 21%; ELG1 genotoxic: 2%; NPC1 prom act: -2%; ELG1 repair inh: 12%; BRCA1 expr up: 1%; Tb PFK inh: 0%; TRPV1 ag: 4; Rab9 prom act: 2%

From PubChem BioAssay
